# TRPC6 inh – blocks the mouse TRPC6 cation channel; B-score at 10 µM; 310,000 tested, 1.1% active; HEK293-TRPC6, membrane potential dye, ACh-evoked depolarization; active compounds read low; Q61143;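 active = B-score under library mean minus 3 SD, initial fluorescence not abnormally high, positive integrated signal ratio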;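 note: B-score derived from integrated fluorescence ratio over the kinetic read; more negative B-score means stronger inhibition of depolarization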
# MrgX1 antagonist – human MrgX1 receptor antagonism, primary screen. Q96LB2. B-score at 10 µM. MRGX1-HEK293 calcium flux, Fluo-4, BAM8-22 antagonism; active compounds read low. AID 588676. 310,000 tested, 1.3% active;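 active = calcium-response B-score plate-corrected more than 3 library SD below zero, starting fluorescence within 5 deviations, no agonist response on first addition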;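 note: peak minus trough fluorescence over baseline after final BAM8-22 challenge near maximal dose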
# TMEM16A act – activators or potentiators of mouse TMEM16A chloride channel | HEK293 TMEM16A/YFP-H148Q/I152L, iodide quench fluorescence; active compounds read low | B-score at 10 µM | 340,000 tested, 0.3% active | Q8BHY3;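 active = fluorescence-ratio B-score plate-corrected deviation score at least 3 library SD below zero, with starting fluorescence score within 5 deviations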;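 note: channel opened by trigger with iodide after compound preincubation; score built on the fluorescence ratio of max minus min over baseline; more negative score means more quench and so TMEM16A activation or potentiation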
# MrgX1 agonist – activates human MrgX1 receptor signaling | B-score at 10 µM | MrgX1-HEK293 cells, Fluo-4 calcium fluorescence, agonist mode; active compounds read high | Q96LB2 | AID 588627 | 310,000 tested, 0.44% active;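 active = calcium response B-score plate-corrected fluorescence ratio at least 3 library SD, with starting fluorescence B-score inside 5 SD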
#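 Test system: HEK293 cells stably expressing human MrgX1 receptor; amount: 15,000 cells per well; doses: compound delivered in addition one of three; times: overnight plating before 1 h dye loading; detection: Fluo-4 NW calcium-flux fluorescence, kinetic read; read-out basis: B-scored fluorescence response ratio; controls: positive and negative controls per plate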
# TRPC6 activator – mouse TRPC6 channel activation | Q61143 | HEK293-TRPC6 membrane potential dye fluorescence; active compounds read high | B-score at 10 µM | 310,000 tested, 0.13% active | AID 2550;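 active = B-score of the integrated fluorescence ratio above library mean plus 3 SD, and starting fluorescence ratio within library mean plus 5 SD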;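 note: higher score means more depolarization so channel activation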
# TRPC4 PAM – allosteric potentiators of mouse TRPC4 channel; Q9QUQ5; HEK293 TRPC4beta/mu-opioid, DAMGO EC20, Fluo-4 Ca2+ flux; active compounds read high; B-score at 10 µM; 310,000 tested, 0.42% active; AID 2227;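 active = B-score of calcium response area above 5 SD of library B-scores, with initial fluorescence ratio within 5 SD of library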;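 note: B-score of integrated fluorescence ratio over time as area under calcium response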
# Target sequence (Q9QUQ5 whole entry, looked up): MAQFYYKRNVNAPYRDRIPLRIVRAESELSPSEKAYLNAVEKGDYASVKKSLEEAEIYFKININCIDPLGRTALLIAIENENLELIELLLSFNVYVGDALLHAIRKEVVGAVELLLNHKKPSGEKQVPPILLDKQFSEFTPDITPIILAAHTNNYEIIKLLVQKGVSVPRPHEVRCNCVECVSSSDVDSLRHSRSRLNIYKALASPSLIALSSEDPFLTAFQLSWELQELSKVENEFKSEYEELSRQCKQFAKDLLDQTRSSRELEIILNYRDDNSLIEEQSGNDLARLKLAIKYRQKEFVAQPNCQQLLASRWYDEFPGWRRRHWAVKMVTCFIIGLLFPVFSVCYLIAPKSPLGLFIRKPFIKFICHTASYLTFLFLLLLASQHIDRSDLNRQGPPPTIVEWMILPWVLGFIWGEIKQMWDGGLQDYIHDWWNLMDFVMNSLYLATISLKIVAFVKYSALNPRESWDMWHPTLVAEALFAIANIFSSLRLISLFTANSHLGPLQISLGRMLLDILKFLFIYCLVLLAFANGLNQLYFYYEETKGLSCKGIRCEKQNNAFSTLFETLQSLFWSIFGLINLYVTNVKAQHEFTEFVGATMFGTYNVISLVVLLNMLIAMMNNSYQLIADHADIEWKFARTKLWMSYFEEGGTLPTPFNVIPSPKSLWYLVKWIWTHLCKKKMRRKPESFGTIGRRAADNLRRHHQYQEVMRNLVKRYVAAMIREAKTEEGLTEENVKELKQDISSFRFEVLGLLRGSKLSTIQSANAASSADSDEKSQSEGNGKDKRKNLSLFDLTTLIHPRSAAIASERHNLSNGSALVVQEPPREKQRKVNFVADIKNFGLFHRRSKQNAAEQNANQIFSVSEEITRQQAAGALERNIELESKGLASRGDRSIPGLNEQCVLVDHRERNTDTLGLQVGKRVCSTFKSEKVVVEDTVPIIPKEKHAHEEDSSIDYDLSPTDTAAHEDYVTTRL
# MrgX1 PAM – allosterically activates human MrgX1 receptor signaling; Q96LB2; MrgX1-HEK293, Fluo-4 calcium flux, FDSS; active compounds read high; B-score at 10 µM; 310,000 tested, 0.63% active;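 active = plate-corrected calcium response at least 3 library SD above typical, normal starting fluorescence, not activating the receptor alone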;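 note: compound read alongside a low EC10 to EC30 dose of BAM8-22 agonist; peak minus trough fluorescence over baseline measured at the second addition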
# SKKanGAS inh – SKKanGAS growth inhibition | 300,000 tested, 1.3% active | AID 1662 | inhibition, % at 7.5 µM | S. pyogenes SKKanGAS, kanamycin growth, BacTiter-Glo, 6 h;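 active = mean replicate score, as percent of positive control median, at least 50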;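 note: strain carries kanamycin resistance gene driven by streptokinase promoter and grows in 40 µg/ml kanamycin; loss of luminescence reflects streptokinase promoter inhibition or plain growth inhibition; 0% = median of DMSO wells and 100% = positive control at its reference dose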
# TRPC4 agonist – activators of mouse TRPC4 channel. 310,000 tested, 0.49% active. B-score at 10 µM. AID 2237. HEK293 TRPC4beta/mu-opioid, Fluo4 calcium fluorescence; active compounds read high;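 active = B-score above 5 SD of library B-scores, and initial fluorescence ratio not above library mean plus 5 SD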;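 note: positive B-score marks a calcium rise read as TRPC4 activation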
#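 Material: HEK293 stable line with TRPC4beta plus mu-opioid receptor; technique: Fluo4 calcium-sensitive dye fluorescence, kinetic, 1 Hz baseline; timing: Fluo4 dye loading 45 min at room temperature, 110 s recording; controls: assay buffer as low control, maximal DAMGO as high control; read-out: integrated baseline-normalised fluorescence ratio, converted to per-well B score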
# ANO1 block – blocks the mouse calcium-activated chloride channel TMEM16A. Q8BHY3. HEK293 TMEM16A/YFP iodide influx fluorescence, ionomycin. normalized B-score (activity score, 25-100; higher = stronger inhibition) at 10 µM. 310,000 tested, 1.2% active. AID 588511;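 active = ratio plate-corrected score three or more library SD toward inhibition, starting fluorescence score within five deviations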;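 note: score derived from kinetic fluorescence span divided by baseline fluorescence per well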
# TRPC4 inh – blocks the mouse TRPC4 cation channel. Q9QUQ5. HEK293 TRPC4beta/mu-opioid, DAMGO-evoked Fluo4 calcium flux; active compounds read low. B-score at 10 µM. 300,000 tested, 0.39% active;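 active = B-score over 3 SD under the library average, no early fluorescence shift, positive overall ratio signal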
#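 Assay system – HEK293 line stably carrying TRPC4beta and mu-opioid receptor · Doses – single dose · Detection – Fluo4 calcium-dye fluorescence, kinetic read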
# An asterisk follows results filed as active; i = inactive; . = not tested or not shown.
SMILES	TRPC6 inh	MrgX1 antagonist	TMEM16A act	MrgX1 agonist	TRPC6 activator	TRPC4 PAM	MrgX1 PAM	SKKanGAS inh	TRPC4 agonist	ANO1 block	TRPC4 inh
O=C(c1ccc(F)cc1)N1CCN(C(=O)c2cccnc2)CC1	i	i	i	i	i	i	i	-0.4	i	i	i
COc1ccc(CNC(=O)C2CCCC2)cc1	i	i	i	i	i	i	i	0.2	i	i	i
COc1ccc(S(=O)(=O)N2CC(=O)Nc3ccccc32)cc1C	i	i	i	i	i	i	i	-2.5	i	i	i
O=c1cc(CN2CCN(c3cccc(C(F)(F)F)c3)CC2)nc2sccn12	i	i	.	i	i	i	i	-11.6	i	i	i
Cc1ccc(S(=O)(=O)Oc2ccc(/C=N/N=C3/NC(=O)C(CC(=O)O)S3)cc2)cc1[N+](=O)[O-] (stereo not given)	i	i	i	i	i	i	i	4.9	i	i	i
Nc1cccc(/C=C/C(=O)O)c1	i	i	i	i	i	i	i	-7.3	i	i	i
CC(O)CNc1nc2sc3c(c2c(=O)n1CCc1ccccc1)CCCCC3 (stereo not given)	i	i	i	i	i	i	i	12.5	i	i	i
CC(CC#CCN1CCOCC1)OCCC#N (stereo not given)	i	i	i	i	i	i	i	5.7	i	i	i
CCOc1ccc(-c2c(C(=O)N/N=C/c3cccc(Br)c3)nnn2-c2nonc2N)cc1	i	i	i	i	i	i	i	9.0	i	i	i
CCCC(=O)Nc1nn(C)c2nc3ccc(C)cc3cc12	i	i	i	i	i	i	i	1.5	i	i	i
COC(=O)CSc1nc(C)c2ccc(OC)cc2n1	i	i	i	i	i	i	i	6.5	i	i	i
COc1ccc(CC(=O)OCn2nnc3ccccc3c2=O)cc1	.	i	i	i	.	.	i	1.7	.	i	.
Cn1cc2cc([N+](=O)[O-])ccc2n1	i	i	i	i	i	i	i	0.5	i	i	i
COC(=O)c1c(N2C(=O)[C@H]3[C@@H](C2=O)[C@]2(C(=O)Nc4ccccc42)N2CCC[C@@H]32)sc(C)c1C	i	i	.	i	i	i	i	4.8	i	i	i
COc1cc(NC(=O)c2c(F)c(F)c(F)c(F)c2F)c(OC)cc1Cl	i	i	i	i	i	i	i	4.6	i	i	i
C/C(=N\NC(=S)NCCc1ccccc1)c1cccs1	i	i	i	i	i	i	i	35.8	i	i	i
CCC1Sc2ccc(S(=O)(=O)CCC(=O)NC3CCCCCC3)cc2NC1=O (stereo not given)	i	i	i	i	i	i	i	-2.7	i	i	i
COc1ccc(C)cc1NC(=O)c1ccccc1N(C)S(=O)(=O)c1ccccc1	i	i	i	i	i	i	i	9.9	i	i	i
CCCN(CC(=O)Nc1ccccc1C)C(=O)Cc1coc2cc(C)ccc12	i	i	i	i	i	i	i	18.6	i	i	i
Cc1cccc(C)c1NC(=O)CSc1nc(N2CCOCC2)nc(N2CCOCC2)n1	i	i	i	i	i	i	i	-0.8	i	i	i
CC(=O)/C=C/c1ccccc1O	i	i	i	i	i	i	i	-12.3	i	i	i
Cc1ccc(S(=O)(=O)N2CCN(C(=O)c3ccc(-n4cncn4)c([N+](=O)[O-])c3)CC2)cc1	i	i	i	i	i	i	i	-4.5	i	i	i
NC(=O)NC(=O)CN1c2cccc3cccc(c23)S1(=O)=O	i	i	-6.92*	i	i	i	i	8.2	i	i	i
O=C(CNC(=O)c1cccnc1)N/N=C/c1cccnc1	i	i	i	i	i	i	i	4.0	i	i	i
O=C(c1ccc(Oc2ccccc2)cc1)C1CCCN(C(=O)c2cnccn2)C1 (stereo not given)	i	i	i	i	i	i	i	-5.2	i	i	i
COc1ccc(/C=C(\NC(=O)c2cccs2)C(=O)Nc2cccc3ccccc23)cc1OC	i	i	i	27.7*	i	i	i	3.2	i	i	i
N#Cc1ccccc1S(=O)(=O)Nc1ccc2c(c1)OCCO2	i	i	i	i	i	i	i	-5.7	i	i	i
COC(=O)C1=C(C)N(CCCC(=O)O)C(=O)NC1c1ccc(C(F)(F)F)cc1 (stereo not given)	i	i	i	i	i	i	i	9.0	i	i	i
Cc1ccc(/C=N/n2cnc3sc(C)c(C)c3c2=O)o1	i	i	i	i	i	i	i	2.9	i	i	i
COc1cc(-c2noc(C)c2C(=O)NCCc2c[nH]c3ccccc23)cc(OC)c1OC	i	i	i	i	i	i	i	2.7	i	i	.
O=C(Nc1ccc([N+](=O)[O-])cn1)c1ccc(Br)o1	i	i	i	i	i	i	i	-7.3	i	i	i
O=C(CNC(=O)c1ccccc1)OCc1cc(=O)n2cc(Br)ccc2n1	i	i	i	i	i	i	i	-1.2	i	i	i
O=C(CN1C(=O)c2cccc3cccc(c23)C1=O)N1CCOCC1	i	i	i	i	i	i	i	0.3	i	i	i
COC(=O)c1ccc(S(=O)(=O)N2CCC(C(N)=O)CC2)n1C	i	i	i	i	i	i	i	-5.0	i	i	i
CCOC(=O)N1CCC(NC(=O)c2ccc3c(c2)N=C(C)c2c(C)ccc(C)c2S3)CC1	i	i	i	i	i	i	i	8.8	i	i	i
Cc1ccc(-c2nc(N)nc(N)n2)c(C)c1	.	i	i	i	.	.	i	.	.	i	.
CCOc1nc2cnccc2n(CC(=O)Nc2ccccc2F)c1=O	i	i	i	i	i	i	i	6.4	i	i	i
Clc1ccccc1CSc1nnc([C@@H]2CCCN2)o1	i	i	i	i	i	i	i	-5.2	i	i	i
C=C1c2cc(OC)ccc2NC(=O)N1CC	i	i	i	i	i	i	i	-3.7	i	i	i
CCCCn1c(N)c(N(CCOC)C(=O)CCNC(=O)c2ccc(Br)cc2)c(=O)[nH]c1=O	i	i	i	i	i	i	i	24.8	i	i	i
Cn1cccc1/C=N/NC(=O)C12CC3CC(CC(C3)C1)C2	i	i	i	i	i	i	i	9.2	i	i	i
CCc1sc(C(=O)N2CCCN(C)CC2)cc1Br	i	i	i	i	i	i	i	-1.7	i	i	i
Cc1nc2ccc(NC(=S)NCc3ccccc3)cc2nc1C	i	i	i	i	i	i	i	-6.5	i	i	i
COc1ccc(OCCN2C(=O)NC(C)(c3ccc(C)cc3)C2=O)cc1 (stereo not given)	i	i	i	i	i	i	i	-2.6	i	i	i
CCc1cccc(C)c1NC(=S)NCCc1c(C)[nH]c2ccc(C)cc12	i	i	i	i	i	i	i	10.0	i	i	i
Cc1ccc(-c2csc(N(CCCN3CCOCC3)C(=O)c3ccco3)n2)cc1	i	i	i	i	i	i	i	-9.4	i	i	i
COc1cc(CNC(C)C23CC4CC(CC(C4)C2)C3)cc(OC)c1OC (stereo not given)	i	i	i	i	i	i	i	1.2	i	i	i
Cc1ccccc1C(=O)NCC(=O)NNC(=S)NC(=O)c1ccccc1	i	i	i	i	i	i	i	-2.6	i	i	i
CCOC(=O)c1cnn(-c2ccccc2)c1-n1cccc1	i	i	i	i	i	i	i	-1.8	i	i	i
CCCCn1c(N)c(N(CCOC)C(=O)c2sc3cc(F)ccc3c2Cl)c(=O)[nH]c1=O	i	i	i	i	i	i	i	6.1	i	i	i
c1coc(-c2nc(-c3ccco3)c(-c3ccco3)nc2-c2ccco2)c1	i	i	i	i	i	i	i	-18.4	i	i	i
O=C(NCC1CCCO1)Nc1cccc(Cl)c1 (stereo not given)	i	i	i	i	i	i	i	-2.0	i	i	i
Clc1ccc(OCc2nnc3n2N=C(c2ccc4c(c2)OCCO4)CS3)c(Cl)c1	i	i	i	i	i	i	i	16.7	i	i	i
Cc1c(C)n(C)c2ccc(C(=O)NCCCN(C)C3CCCCC3)cc12	i	i	i	i	i	i	i	4.5	i	i	i
O=C(N/N=C/c1ccccc1Cl)c1[nH]c2ccc(Br)cc2c1-c1ccccc1	i	i	i	i	i	i	i	18.8	i	i	i
CCOCCOC(=O)C1=C(C)NC2=C(C(=O)CC(c3cccs3)C2)C1c1ccsc1 (stereo not given)	i	i	i	i	i	i	i	-1.7	i	i	i
C/C(CC(=O)Nc1ccc(Br)cc1)=N\NC(=O)Cc1csc(N)n1	i	.	i	.	i	i	.	-10.5	i	.	i
Cc1nnc(SC(C(=O)c2ccccc2)c2ccccc2)[nH]c1=O (stereo not given)	i	i	i	i	i	i	i	7.4	i	i	i
CCOc1c(C=C(C#N)C#N)c2ccccc2n1CC	i	-5.39*	i	i	i	i	i	-0.4	i	i	i
Cc1cccc(Nc2ccccc2C(=O)OCC(=O)NCc2ccco2)c1C	i	i	i	i	i	i	i	8.3	i	i	i

# Additional results.
SMILES	TRPC6 inh	MrgX1 antagonist	TMEM16A act	MrgX1 agonist	TRPC6 activator	TRPC4 PAM	MrgX1 PAM	SKKanGAS inh	TRPC4 agonist	ANO1 block	TRPC4 inh
COc1ccc(/C=C(\NC(=O)c2ccc(C)cc2)C(=O)NCCCN2CCOCC2)cc1OC	i	i	i	i	i	i	i	-0.6	i	i	i
CC(C)OCCCNC(=O)C1CCC(=O)N1C(C)C (stereo not given)	i	i	i	i	i	i	i	-9.1	i	i	i
Cc1[nH]n(S(=O)(=O)Cc2ccccc2)c(=O)c1N=Nc1ccccc1Cl	i	i	i	i	i	i	i	-11.1	i	i	i
Cc1ccc(C(=O)Nc2ccccc2OC(F)F)cc1	i	i	i	i	i	i	i	2.3	i	i	i
CCCCNC(=S)Nc1ccccc1F	i	i	i	i	i	i	i	-3.6	i	i	i
Fc1ccc(CNc2nc3ccccc3n3cnnc23)cc1	i	i	i	i	i	i	i	-1.6	i	i	i
CCc1nnc(NC(=O)CSc2nnc(Cc3ccccc3)n2-c2ccccc2)s1	i	i	i	i	i	i	i	-1.1	i	i	i
CC1(C)CC(=O)C2=C(C1)c1c(ccc3ncccc13)NC2c1cccs1 (stereo not given)	i	i	i	i	i	i	i	-4.3	i	i	i
CC(O)[C@H]1CNCCN1CCc1cccc2ccccc12 (stereo not given in full)	i	i	i	i	i	i	i	-2.2	i	i	i
Cc1ccc(CC(=O)Nc2nc3c(s2)CCCC3)cc1	i	i	i	i	i	i	i	5.8	i	i	i
O=C(CC1C(=O)NCCN1C(=O)Nc1ccccc1)Nc1cc(Cl)cc(Cl)c1 (stereo not given)	i	i	i	i	i	16*	i	0.5	i	i	i

# Screening results as filed in PubChem BioAssay.
